Source: PubChem
PMI inhibition: human PMI inhibitors, high substrate, primary screen, biochemical, fluorescence intensity, high mannose 6-phosphate (AID 1220); recombinant PMI enzyme, coupled fluorescence intensity; higher % means a stronger effect; inhibition, % at 20 µM; hits with a dose series show IC50 in µM; actives 0.66% (n = 190,000)
Lipid droplet: modulators of hepatic lipid droplet formation; AML12 mouse hepatocytes, oleate lipid droplets, BODIPY imaging; inhibition, % at 6.5 µM; actives 0.4% (n = 240,000);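 active = lipid droplet intensity inhibited by at least 50%, with more than 500 cells counted; inconclusive = wells with under 300 cells, treated as cytotoxic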
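Assay system: AML12 mouse liver cells | Compound dosing: One dose, 6.5 µM compound | Read-out basis: Droplet intensity reduction, % inhibition | Measured by: Fluorescence imaging, 20x objective, two fields per well | Schedule: Overnight treatment with compound plus oleate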
P. falciparum M1AAP: malaria alanyl aminopeptidase activity blockers – biochemical, fluorogenic H-Leu-NHMec substrate, 1536-well (AID 1445); inhibition, % at 30 µM, or IC50 in µM where a hit was titrated; actives 0.42% (n = 220,000); recombinant M1AAP, H-Leu-NHMec fluorogenic kinetic assay; higher % means a stronger effect;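 active = primary inhibition above the hit cutoff, then over 50% inhibition at one or more dose response concentrations, cut at about 23% in these data, passing the limit was not always enough; inconclusive = conflicting primary data, or primary hits not chosen for dose response; inactive = low primary inhibition, or under 50% at every dose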;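 also: plate controls were DMSO full reaction for no effect and no enzyme background for full effect; strong numbers were not always called active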
ER stress rescue: rescue of cells from ER stress-induced death, primary screen, 384-well, CSM14.1, thapsigargin, ATP luminescence (AID 1222); CSM14.1 thapsigargin-induced death rescue, ATP luminescence; higher % means a stronger effect; cellular ATP content (survival), % at 20 µM, or EC50 in µM where a hit was titrated; 190,000 tested, under 10 active;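 active = EC50 below 50 µM in the dose-response confirmation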;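 also: death triggered by thapsigargin at about 15 µM added after 2 h compound pretreatment; cell ATP read after overnight thapsigargin exposure of roughly 18 to 22 hours; normalized against plate controls of thapsigargin alone and 5% DMSO vehicle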
WT yeast gro inh: growth inhibition of WT yeast, mitochondrial fusion screen; inhibition, % at 10 µM; actives 2.1% (n = 190,000); mitochondrial fusion phenotypic screen, WT strain; AID 1362; in the data active = inhibition above about 58%; tested in S. cerevisiae
Myeloid diff MLP: compounds promoting myeloid differentiation; calls only at 10 µM; ER-HoxA9 myeloid progenitors, lysozyme-GFP differentiation, flow cytometry; AID 624256; actives 1% (n = 360,000);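 active = normalized GFP-positive differentiation at or above the plate's own cutoff, the solvent-only control mean plus 3 SD; inconclusive = no clear call, values can overlap the other calls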;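 also: cells exposed to compound for four days before flow analysis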
UTI89 phage lysis: protection from phage-mediated lysis, alamar blue read-out – E. coli UTI89, K1F phage, bacterial capsule biogenesis inhibitors (AID 488966). actives 0.02% (n = 340,000). inhibition, % at 100 µM; hits with a dose series show IC50 in µM. E. coli UTI89 K1F phage lysis, alamar blue, 2 h; higher % means a stronger effect;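 active = phage lysis inhibition, versus mean bacterial control, above a set limit; inconclusive = no clear call, values can overlap the other calls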;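 also: capsule biogenesis inhibitors block K1F phage lysis so surviving cells raise fluorescence; higher fluorescence means more inhibition of phage lysis; actives were called in the ten point dose series up to 300 µM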
TNAP activators: stimulation of alkaline phosphatase TNAP activity – biochemical, luminescent, no phosphate acceptor, uHTS, primary screen (AID 1001). actives 0.03% (n = 200,000). purified TNAP, luminescent activation assay, no phosphate acceptor; higher activation fold means a stronger effect. activation fold at 20 µM; hits with a dose series show EC50 in µM; in the data active = activation fold from about 3, or a potency from the dose series; inactive = the rest, 99 in 100 with activation fold below about 1.6; also: many of its hits are not listed in these tables
PMI inhibitors: MPI enzyme activity inhibition – biochemical, fluorescence intensity, coupled assay, primary screen (AID 1209). inhibition, % at 20 µM; hits with a dose series show IC50 in µM. actives 0.42% (n = 190,000). purified PMI enzyme, coupled fluorescence intensity; higher % means a stronger effect;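 also: plate controls were DMSO vehicle for no effect and wells lacking substrate for full effect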
WT yeast gro inh mutant strain: recorded beside WT yeast gro inh, whose call it bears; inhibition, %; mitochondrial fusion phenotypic screen, mutant strain inhibition
Lipid droplet cells 6.5 µM: second read-out of Lipid droplet, no call of its own (marks repeat the call); cell count; measured here: cell count, cytotoxicity flag;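 cells counted across two imaged fields per well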
Myeloid diff MLP GFP+ MAC1+ %: second read-out of Myeloid diff MLP, no call of its own (marks repeat the call); GFP+ MAC1+ double positive, %; measured here: differentiation confirmed by MAC1 staining
The depositor's hits bear a star; i = inactive; u = inconclusive; x = no result given; + = active, no number; & = joins results of further samples; [ ] = another dose, or the depositor's remark. Rule as the data show it, unless noted: active = inhibition above about 50%; inactive = the rest.

mol	PMI inhibition	Lipid droplet	Lipid droplet cells 6.5 µM	P. falciparum M1AAP	ER stress rescue	WT yeast gro inh	WT yeast gro inh mutant strain	Myeloid diff MLP	Myeloid diff MLP GFP+ MAC1+ %	UTI89 phage lysis	TNAP activators	PMI inhibitors
C=CCn1c(CC#N)nnc1N1CCOCC1	-15%	2	687	2%	-2.3%	0	-4	i	7.4	0.0%	1.1	3%
CCSc1oc(-c2ccco2)nc1S(=O)(=O)c1ccccc1	4%	-17	759	10%	2.2%	2	4	i	0.8	-0.2%	1.1	1%
CCc1cc(=O)oc2cc(OC(C)C(=O)O)c(Cl)cc12 (stereo unspecified)	-7%	x	x	15%	2.6%	-8	-2	i	1.3	0.2%	1.1	-7%
CCC(=O)Nc1ccc(NC(=O)CSc2nnc(-c3ccc(O)cc3)n2CC2CCCO2)cc1 (stereo unspecified)	40%	0	738	0%	0.2%	-4	-4	i	0.2	0.2%	1	7%
Cc1ccc(NC(=S)NCc2ccc3c(c2)cc(C)n3C)c(C)c1	2%	-12	704	12%	-0.5%	17	-33	i	0.9	0.3%	1.1	3%
CCOc1ccc(NC(=O)CCNS(=O)(=O)c2ccc3c(c2)CCC(=O)N3)cc1	-8%	-31	670	-2%	16%	-3	-8	i	0.6	1.0%	1.1	-10%
Cc1cc(NS(=O)(=O)c2ccc(NC(=S)NC(=O)c3ccc(Br)cc3)cc2)no1	8%	15	622	10%	-4.5%	-3	-20	i	0.2	-0.3%	0.8	32%
CN1CCC(N(C)C(=O)c2cc(=O)c3ccccc3o2)CC1	3%	7	683	-8%	-0.5%	13	0	i	1.2	1.6%	1.1	2%
O=C(NC1=NCCS1)C1Cc2ccccc2CN1C(=O)c1ccccc1 (stereo unspecified)	5%	-18	692	-2%	0.5%	-3	4	i	1.2	0.6%	1	8%
COC(=O)c1sc2nc3c(cc2c1N)CCCC3	11%	-8	570	7%	-2.1%	-2	-2	i	0.2	0.2%	1.1	14%
CN(C)c1ccc(/C=N/NC(=O)c2cccc(C(=O)N/N=C/c3ccc(N(C)C)cc3)n2)cc1	x	1	706	1%	-2.5%	2	6	i	1.1	0.2%	1	x
CCn1c(SCC(=O)Nc2cc(C)ccc2C)nc2c(c1=O)SC(C)C2 (stereo unspecified)	6%	-4	662	5%	0.7%	10	6	i	3.8	-1.6%	1	7%
C=CCn1c(SCCN2CCCC2)nc2c([nH]c3ccccc32)c1=O	2%	13	691	2%	0.4%	-5	-11	i	0.4	-0.3%	1.1	6%
COC(=O)c1[nH]c2ccccc2c1NC(=O)CN1CCN(c2cccc(OC)c2)C(C)C1 (stereo unspecified)	3%	-8	763	9%	2.7%	18	-9	i	1.1	0.1%	1.1	7%
CC(=O)N1CCN(c2ccccc2NC(=O)COc2ccc(Cl)cc2Cl)CC1	7%	-8	716	6%	0.1%	0	6	i	0.9	-0.3%	1.1	16%
O=C(O)CCCC(=O)N1CCCC1	-9%	15	716	11%	-1.1%	-12	-13	i	0.4	-3.0%	1	-12%
Cc1ccc(-c2cnc(NCc3cc4c(cc3[N+](=O)[O-])OCO4)n2C)cc1C	41%	8	773	2%	-0.8%	10	-5	i	1.0	3.4%	1	12%
CCSc1nnc(Nc2ccccc2)s1	16%	x	x	12%	0.4%	-19	-12	i	1.3	0.1%	1	16%
CCOC(=O)C1=C(C)NC2=C(C(=O)CCC2)C1c1ccc(O)c(OCC)c1 (stereo unspecified)	45%	-9	680	-7%	-0.1%	7	10	i	0.5	2.1%[50 µM]	1	10%
O=C(CC1(C(F)(F)F)OCCO1)Nc1ccc2c(c1)OCO2	-4%	x	x	-3%	0.1%	5	0	i	2.0	2.7%	1.1	-8%
CS(=O)(=O)c1ccc2nc(NC(=O)CS(=O)(=O)Cc3ccccc3)sc2c1	2%	1	647	12%	-1.2%	-4	8	+	1.8*	0.1%	1.1	-5%
Cc1ccc(N=Nc2c(N)nn(-c3ccccc3)c2N)cc1	4%	2	665	6%	-3.8%	11	-5	u	x	-3.1%	0.8	18%
Cc1cnc(Sc2ncccc2[N+](=O)[O-])nc1	x	x	x	5%	x	-15	-1	i	0.5	0.0%	x	x
CCC(=O)Nc1nc(-c2ccccc2)nc(SC)c1C(C)=O	-3%	0	679	-1%	-1.0%	-9	-7	i	0.5	0.4%	1.2	-4%
Cc1ccc(CSc2nnc(NC(=O)C3COc4ccccc4O3)s2)cc1 (stereo unspecified)	6%	x	x	7%	0.6%	14	5	i	1.1	0.6%	0.9	-2%
CCC(=O)Nc1ccc(NC(=O)c2ccco2)cc1	11%	x	x	7%	-5.2%	-1	10	i	5.0	-0.1%	1	5%
C=CCn1c(=O)c2ccccc2n2c(SCC(=O)/C(C#N)=C(\C)N)nnc12	2%	x	x	-4%	-1.3%	-5	4	i	0.9&4.4	1.7%&-0.1%	1.1	-2%
O=C(NC(Cc1ccccc1)C(=O)O)/C(=C\c1ccc(F)cc1)NC(=O)c1ccccc1 (stereo unspecified)	-12%	x	x	7%	-1.8%	-5	2	i	0.9	0.2%	1	-13%
COc1ccc(C(=O)CCC(C)(C)[N+](=O)[O-])cc1OC	3%	-6	690	4%	x	-13	-14	i	0.5	0.6%	1	3%
Cc1cc(NC(=O)c2ccc(NC(=O)c3cccs3)cc2)no1	0%	6	733	9%	1.2%	-5	-3	i	7.2	i	1	-2%

(list continues)
mol	PMI inhibition	Lipid droplet	Lipid droplet cells 6.5 µM	P. falciparum M1AAP	ER stress rescue	WT yeast gro inh	WT yeast gro inh mutant strain	Myeloid diff MLP	Myeloid diff MLP GFP+ MAC1+ %	UTI89 phage lysis	TNAP activators	PMI inhibitors
CCN1CCN(CCc2nc3cc(NC(=O)COc4ccc(Cl)cc4)ccc3n2C)CC1	x	-1	716	-2%	x	x	x	i	0.2	0.1%	x	x
COc1cc(C(=O)N/N=C/C2CC=CCC2)cc(OC)c1OC (stereo unspecified)	7%	0	661	1%	-4.3%	8	-11	i	2.3	0.7%[50 µM]	1.2	15%
COc1ccc(NC(=S)NC(C)C(c2ccccc2)N2CCOCC2)cc1 (stereo unspecified)	-1%	-19	674	-1%	-0.3%	9	-5	i	0.1	-1.1%	1.1	-4%
O=C(COc1ccc2ccccc2c1Br)Nn1cnnc1	2%	3	713	16%	-1.8%	-9	1	i	6.3	0.5%	1.1	15%
Cc1cccc(OCCn2c(CCCO)nc3ccccc32)c1	16%	-8	661	6%	-3.3%	-21	-27	i	0.4	2.2%	1	13%
COc1ccc(N2CCN(S(=O)(=O)c3cc(C)ccc3OC)CC2)cc1	9%	3	647	0%	-1.8%	9	9	i	0.4	0.8%	1.1	5%
COc1ccc(OCC(=O)NNC(=O)C2CCCO2)cc1 (stereo unspecified)	-9%	14	616	4%	-2.9%	-2	0	i	0.3	1.2%[50 µM]	1	-10%
Cc1ccc(-c2nn(-c3ccccc3)cc2/C=N/NS(=O)(=O)c2ccccc2)cc1	25%	x	x	19%	-0.3%	28	-17	i	3.9	0.2%	1	24%
Cc1c(NC(=O)c2cc(-n3cnnc3)ccc2Cl)cccc1-c1nc2ccccc2o1	39%	-5	715	8%	-3.3%	6	5	i	0.8	0.5%	1	-12%
N#Cc1c(NC(=O)CSc2ncn(-c3ccccc3)n2)sc2c1CCCC2	3%	-7	705	9%	-5.6%	17	43	i	1.3	5.6%	1	10%
Cn1cnnc1Sc1ccc(C(=O)OCC(=O)NC2CC2)cc1[N+](=O)[O-]	-10%	1	676	-6%	-3.0%	0	2	i	0.3	1.1%	0.9	-16%
CCc1ccccc1NC(=O)CN(C)C(=O)Cn1ncc(Cl)c(Cl)c1=O	17%	-14	631	4%	-5.4%	3	5	u	x	0.0%	1.1	13%
Cc1cccc(C2CC3(CC(C)(C)NC(=S)N3)Oc3cc(O)ccc32)c1 (stereo unspecified)	x	0	678	5%	0.5%	-4	7	i	0.2	x	0.9	x
CC(=O)Oc1ccc2occ(/C=N/c3cc(=O)[nH]c(=S)[nH]3)c(=O)c2c1	x	-3	637	12%	x	x	x	i	0.4	1.2%	x	x
O=C(COc1ccc2ccccc2c1)NNC(=O)c1cccs1	6%	-21	612	5%	-0.4%	-43	-22	i	1.1	-0.8%	2.1	18%
CCOC(=O)c1nnn(-c2ccc(OC)cc2)c1N	-4%	4	703	9%	-0.2%	-12	-1	i	0.4	2.5%	1.1	-8%
COC(=O)c1cn(NC(=O)c2ccc(F)cc2)c(=O)c2ccccc12	8%	x	x	0%	-0.8%	-9	-5	i	0.5	2.0%	1	8%
CC1(C)CC(=O)C=C(NC2=CC3OC(c4ccccc4)OCC3OC2=O)C1 (stereo unspecified)	-10%	-1	711	2%	-1.3%	-18	-20	i	0.4	-0.4%[50 µM]	1	-15%
COc1ccc(/C=C/c2nnc(NC(=O)COc3ccc(C)cc3)s2)cc1	8%	20	678	1%	2.5%	-3	0	i	0.8	1.1%	1.1	8%
CC(Cc1ccccc1)NC(=O)CSc1nc2nc3c(cc2c(=O)n1-c1ccccc1)COC(C)(C)C3 (stereo unspecified)	-5%	x	x	7%	-0.5%	0	-11	i	0.5	0.2%	1.1	-1%
O=C(O)C1CC=CCC1C(=O)N1CCN(c2nc(-c3ccccc3Cl)c3cc(Br)ccc3n2)CC1 (stereo unspecified)	18%	x	x	x	-2.0%	x	x	i	2.0	-0.8%	1	18%
Cc1nc2ccccc2n1CC(=O)NN	-2%	5	732	9%	-0.5%	-2	-6	i	0.2	0.1%	1.1	-2%
CCCN(C(=O)c1ccco1)c1nnc(-c2ccccc2C)s1	0%	-8	640	x	15%	48	15	i	0.4	0.0%	1	6%
COc1ccc(/C=C2\CCc3ccccc3C2=O)cc1CN1CCOCC1	x	-1	777	9%	x	x	x	i	0.3	-1.8%	x	x
CCCc1c(O)nc(SCC(=O)O)[nH]c1=O	0%	-8	697	-2%	-0.6%	-7	2	i	0.0	-1.3%	1.1	-2%
O=C(NCC1CCCO1)C1CCN(S(=O)(=O)c2ccccc2)CC1 (stereo unspecified)	9%	0	690	-2%	0.2%	-16	-6	i	0.7	0.5%	1.1	13%
